TDP2 absorb: TDP2 (human) inhibition, absorbance primary screen; O95551; recombinant TDP2, T5PNP hydrolysis, p-nitrophenol absorbance 415 nm; inhibition, % at 12.8 µM; actives 0.34% (n = 370,000); AID 720702;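 active means inhibition above the mean of all tested compounds plus 3 SD, set per campaign, cut at about 25% in these data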;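 further: 0% = DMSO with enzyme and 100% = buffer with substrate but no TDP2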
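Incubation: 2 h at 37 °C; Test system: recombinant human TDP2; Quantity: enzyme 120 nM; Read-out basis: percent inhibition; Medium: 50 mM Tris-HCl pH 7.5 with Mg2+, KCl, DTT, BSA; Repeats: single replicate; Compound: 12.8 µM single point, 1% DMSO; Signal: epi absorbance; Reagent: 5 mM T5PNP chromogenic substrate; Benchmarks: no-enzyme high, DMSO-plus-enzyme low.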
TCR-CD3 inh: human TCR-CD3 binding inhibition. actives 0.37% (n = 360,000). TAMRA-labeled TCR probe fluorescence, biochemical. inhibition, % at 9.4 µM; in the data active means inhibition above about 19%;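 further: recombinant mutant TCR 2C K166C tagged with TAMRA read by polarization; 0% = receptor in buffer alone and 100% = receptor with positive control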
PG9 binder: PG9 antibody binding by small molecule | inhibition, % at 6.7 µM | actives 0.43% (n = 360,000) | TR-FRET gp120-PG9 antibody binding | AID 624416; in the data active means inhibition above about 8.5%
LEDGF integ inh: blocks HIV-1 LEDGF/p75-dependent DNA integration; TR-FRET IN-LEDGF/p75 DNA integration, Eu/Cy5; inhibition, % at 3.7 µM; actives 0.64% (n = 370,000);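 active means inhibition above the screen-wide mean plus 3 SD, cut at about 13% in these data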;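 further: signal is the Cy5 over europium emission ratio at 671 and 618 nm; 0% = plate median of compound wells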
PRMT1 FP inh: blocks human protein arginine methyltransferase 1; Q99873; recombinant PRMT1, activity-based probe fluorescence polarization; inhibition, % at 2.79 µM; actives 1.3% (n = 370,000);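 active means inhibition above about 21% made by adding two undisclosed values, limit read from the data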
DDE Tn7 FP inh: disrupts Tn7 cyclic peptide binding to fibrin D-Dimer-E complex. FP displacement of FITC-Tn7 peptide from fibrin DD(E); 0% = median of compound wells per plate. inhibition, % at 8.3 µM. actives 0.13% (n = 370,000). AID 720508;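 active means inhibition above the mean of compounds falling within the control limits plus 3 SD of them, cut at about 14% in these data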;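 further: 0% = plate median of compound wells and 100% = 10 µM Aha-Tn7 peptide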
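Assay system: human fibrin DD(E) protein / Input: 2 µM fibrin DD(E) / Benchmarks: high control of 10 µM Aha-Tn7 peptide / Measured by: fluorescence polarization of the labelled Tn7 tracer / Medium: Tris buffer with calcium and detergent, pH 7.8 / Timing: 10 min compound pre-incubation, 3 h probe incubation at room temperature / Repeats: one replicate per compound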
HTRA1 inh: inhibitors of human serine peptidase HTRA1; inhibition, % at 5.96 µM; recombinant HTRA1, FP-rhodamine activity-based probe, fluorescence polarization; Q92743; AID 504803; actives 0.5% (n = 340,000); in the data active means inhibition above about 36%;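 further: 0% = enzyme with DMSO and 100% = wells lacking enzyme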
Target sequence (Q92743 whole entry, looked up): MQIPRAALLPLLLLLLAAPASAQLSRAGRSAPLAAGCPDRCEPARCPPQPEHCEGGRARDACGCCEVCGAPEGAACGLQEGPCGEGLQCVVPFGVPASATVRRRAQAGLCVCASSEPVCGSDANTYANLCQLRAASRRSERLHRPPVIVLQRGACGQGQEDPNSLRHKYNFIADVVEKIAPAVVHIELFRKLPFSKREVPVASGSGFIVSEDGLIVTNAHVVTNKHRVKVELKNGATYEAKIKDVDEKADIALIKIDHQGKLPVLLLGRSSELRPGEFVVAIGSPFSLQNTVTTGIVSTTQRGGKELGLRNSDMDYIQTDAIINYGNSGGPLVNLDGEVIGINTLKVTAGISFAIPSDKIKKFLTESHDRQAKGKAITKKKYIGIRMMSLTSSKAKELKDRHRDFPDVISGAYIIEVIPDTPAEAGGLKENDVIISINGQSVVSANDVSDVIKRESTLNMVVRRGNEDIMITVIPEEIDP
mABHD4 FP: ABHD4 (mouse) inhibition, primary FP screen. Q8VD66. purified mABHD4, FP-Rh probe fluorescence polarization. inhibition, % at 8.92 µM. actives 0.54% (n = 370,000). AID 720543;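 active means inhibition exceeding the mean over every tested compound plus 3 SD, cut at about 30% in these data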;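 further: 0% = plate median of compound wells and 100% = S159A mutant with DMSO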
Target sequence (Q8VD66 whole entry, looked up): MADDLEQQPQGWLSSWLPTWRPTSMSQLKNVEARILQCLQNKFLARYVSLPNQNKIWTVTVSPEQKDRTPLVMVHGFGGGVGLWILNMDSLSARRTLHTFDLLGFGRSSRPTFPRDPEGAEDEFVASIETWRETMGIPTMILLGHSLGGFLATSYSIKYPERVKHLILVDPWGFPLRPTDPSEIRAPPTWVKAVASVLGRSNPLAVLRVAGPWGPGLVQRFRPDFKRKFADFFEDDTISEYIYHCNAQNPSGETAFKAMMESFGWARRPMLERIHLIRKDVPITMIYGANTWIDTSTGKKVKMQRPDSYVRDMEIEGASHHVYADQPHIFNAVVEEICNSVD
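Assay system: mouse ABHD4 enzyme, wild type / Also added: fluorescent activity-based probe FP-Rh / Doses: single nominal dose of 8.92 µM, 0.89% DMSO final / Timing: 45 min compound pre-incubation plus 60 min probe step, 25 °C / Signal: FP readout, ex 525 nm / em 598 nm / Control set: S159A mutant/DMSO as 100%, compound-well median as 0%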
SIAE inh: inhibitors of human sialic acid acetylesterase SIAE; Q9HAT2; SIAE FP-Rh probe binding, fluorescence polarization; inhibition, % at 9.66 µM; actives 0.69% (n = 370,000); AID 1053197;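 active means inhibition above a cutoff: mean of compounds within the control limits plus 3 SD of those, cut at about 17% in these data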;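 further: 0% = plate median of compound wells and 100% = probe without SIAE protein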
UHRF1 binding: UHRF1 methyl-DNA binding inhibition. Q96T88. UHRF1 binding to methylated oligo, TR-FRET. inhibition, % at 4.4 µM. actives 0.75% (n = 370,000). AID 687016; in the data active means inhibition above about 21%;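 further: UHRF1 SRA domain binding a hemimethylated CpG hairpin DNA probe; 0% = median of test compound wells and 100% = reference inhibitor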
* = called active by the depositor; · = not tested or not shown.

no.	SIAE inh	TCR-CD3 inh	mABHD4 FP	UHRF1 binding	LEDGF integ inh	DDE Tn7 FP inh	HTRA1 inh	PG9 binder	TDP2 absorb	PRMT1 FP inh	SMILES
1	-33	-8	-64	4	2	-3	·	0.5	-7	9	O=C(Nc1ccc(Oc2ccccc2)cc1)c1ccc2sc([C@H]3C[C@H](O)[C@@H](CO)O3)nc2c1
2	4	-2	2	-5	1	-1	-1	-1.8	10	-1	COc1cc(OC)cc(C(=O)NCC(=O)N2CCCCC2)c1
3	8	-10	0	1	2	2	2	2.1	-14	4	O=C(NNS(=O)(=O)c1ccc(Cl)cc1)c1cccc(S(=O)(=O)N2CCOCC2)c1
4	2	1	-1	-1	-1	2	2	-0.3	-12	2	Cc1ccc(N2CC(C(=O)N3CCC(C(=O)Nc4nncs4)CC3)CC2=O)cc1 (centres undefined)
5	-3	3	6	-2	3	-9	-3	-1.4	4	-2	COc1ccc(Cl)c2sc(N(CCN(C)C)C(=O)CCS(=O)(=O)c3ccc(C)cc3)nc12
6	-3	-6	-18	7	2	4	-43	0.8	-16	-2	CCC(C)(C)n1nnnc1C(c1ccc(C)cc1)N(Cc1ccco1)Cc1cccs1 (centres undefined)
7	2	-4	2	2	-1	-2	1	1.0	-3	1	CC(C)(CNC(=O)c1ccc(S(=O)(=O)Nc2ccc(Cl)cc2)cc1)N1CCOCC1
8	0	9	0	0	1	-7	4	-1.7	2	-1	O=c1[nH]c2ccccc2nc1N1CCOCC1
9	-8	-1	-3	3	-1	-1	-2	-1.0	-11	9	Cc1ccc(C)c2[nH]c(=O)c(CN(CCN3CCOCC3)Cc3nnnn3CC3CCCO3)cc12 (centres undefined)
10	6	-7	8	0	1	-9	-3	0.6	-5	2	NC(=O)c1nsc(C(=O)N(c2ccc3c(c2)OCCO3)C(C(=O)NCC2CCCO2)c2ccc(F)cc2)c1N (centres undefined)
11	7	-4	-2	-2	-5	-2	-1	0.0	-2	1	CC1(C(=O)NC2CCCC2)CCC(=O)N1Cc1ccccc1 (centres undefined)
12	-4	-5	-1	1	2	-2	2	-1.6	8	6	CC(C(=O)NCC1CCCO1)N1C(=O)C2C3CC(C(Br)C3Br)C2C1=O (centres undefined)
13	0	1	-10	3	-1	-1	-12	0.3	-3	-1	CCCOC(=O)/C(C(N)=NCc1ccccc1)=C(\O)OCCC
14	8	6	0	-2	3	3	9	-1.8	3	-1	Cc1cnc(C(=O)OCC(=O)c2ccc[nH]2)cn1
15	7	3	-2	-2	2	0	5	-2.8	1	-4	COc1ccc(-c2nc(S(=O)(=O)c3ccccc3)c(NCCCN3CCOCC3)o2)cc1
16	-5	9	-3	-1	1	0	-1	-2.9	1	-5	CCN(CC)CCn1c2ccccc2c2nc3ccccc3nc21
17	-2	-4	3	-2	-4	1	5	1.1	2	0	CCc1ccc(NC(=O)c2cc(-c3ccc4c(c3)OCO4)on2)cc1
18	2	0	8	-2	-1	6	2	-1.5	1	3	CNc1cc(NS(=O)(=O)c2ccc(N)cc2)nc(NC)n1
19	3	0	2	-1	1	-7	-3	-0.7	5	0	CCn1cc(C(C)(C)C)c(C#N)c1NC(C)=O
20	-16	-6	-7	1	-4	0	4	1.8	-5	2	Cc1ccccc1-c1nnc(SCC(=O)NC2CCCC2)n1C
21	0	5	-12	-1	-3	-1	-6	0.3	-6	-1	COc1ccc(NC(=O)Nc2cccc3c2O[C@H](CN(C)S(=O)(=O)c2ccccc2)[C@@H](C)CN([C@H](C)CO)C3=O)cc1
22	6	6	2	-1	2	7	1	1.0	7	-1	O=C(O)c1n[nH]c2ccccc12
23	-1	7	2	0	2	-2	1	-0.2	5	-1	O=C1COc2ccc(S(=O)(=O)N3CCN(c4cccc(C(F)(F)F)c4)CC3)cc2N1
24	7	1	-3	-2	-1	-3	·	-0.3	5	-3	C[C@@H](NC(=O)[C@@H]1CCCN1C(=O)[C@@H]1CCCN1)c1ccccc1
25	-2	·	-1	0	-2	3	·	·	0	2	O=C(NC1CCCCN(Cc2ccc(OC(F)(F)F)cc2)C1=O)c1cccc(C(F)(F)F)c1 (centres undefined)
26	-3	-6	-5	0	-1	2	5	-1.9	1	-1	Cc1ccc(NC(=O)c2ccco2)c(NC(=O)C2CCCO2)c1 (centres undefined)
27	6	6	8	3	2	1	0	-2.3	-1	-1	CCN1CCN(C(=O)c2ccccc2Nc2ccc(SC(F)F)cc2)CC1
28	11	5	-5	0	-3	3	-4	-0.6	1	-2	Cc1ccc(NC(=O)OCCN2CCN(Cc3ccccc3)CCC2=O)cc1
29	1	-2	5	-1	-5	0	0	1.0	-14	2	S=C(NCCc1ccccc1)Nc1ncccn1
30	-4	-2	-4	3	-6	2	-13	-1.1	-8	2	Cc1ccc(CSCCNS(=O)(=O)c2ccc([N+](=O)[O-])cc2)cc1

An excerpt of these results, with tabs:
no.	structure	SIAE inh	TCR-CD3 inh	mABHD4 FP	UHRF1 binding	LEDGF integ inh	DDE Tn7 FP inh	HTRA1 inh	PG9 binder	TDP2 absorb	PRMT1 FP inh
1	O=C(Nc1ccc(Oc2ccccc2)cc1)c1ccc2sc([C@H]3C[C@H](O)[C@@H](CO)O3)nc2c1	-33	-8	-64	4	2	-3	·	0.5	-7	9
2	COc1cc(OC)cc(C(=O)NCC(=O)N2CCCCC2)c1	4	-2	2	-5	1	-1	-1	-1.8	10	-1
3	O=C(NNS(=O)(=O)c1ccc(Cl)cc1)c1cccc(S(=O)(=O)N2CCOCC2)c1	8	-10	0	1	2	2	2	2.1	-14	4
4	Cc1ccc(N2CC(C(=O)N3CCC(C(=O)Nc4nncs4)CC3)CC2=O)cc1 (centres undefined)	2	1	-1	-1	-1	2	2	-0.3	-12	2
5	COc1ccc(Cl)c2sc(N(CCN(C)C)C(=O)CCS(=O)(=O)c3ccc(C)cc3)nc12	-3	3	6	-2	3	-9	-3	-1.4	4	-2
6	CCC(C)(C)n1nnnc1C(c1ccc(C)cc1)N(Cc1ccco1)Cc1cccs1 (centres undefined)	-3	-6	-18	7	2	4	-43	0.8	-16	-2
7	CC(C)(CNC(=O)c1ccc(S(=O)(=O)Nc2ccc(Cl)cc2)cc1)N1CCOCC1	2	-4	2	2	-1	-2	1	1.0	-3	1
8	O=c1[nH]c2ccccc2nc1N1CCOCC1	0	9	0	0	1	-7	4	-1.7	2	-1
9	Cc1ccc(C)c2[nH]c(=O)c(CN(CCN3CCOCC3)Cc3nnnn3CC3CCCO3)cc12 (centres undefined)	-8	-1	-3	3	-1	-1	-2	-1.0	-11	9
10	NC(=O)c1nsc(C(=O)N(c2ccc3c(c2)OCCO3)C(C(=O)NCC2CCCO2)c2ccc(F)cc2)c1N (centres undefined)	6	-7	8	0	1	-9	-3	0.6	-5	2
11	CC1(C(=O)NC2CCCC2)CCC(=O)N1Cc1ccccc1 (centres undefined)	7	-4	-2	-2	-5	-2	-1	0.0	-2	1
12	CC(C(=O)NCC1CCCO1)N1C(=O)C2C3CC(C(Br)C3Br)C2C1=O (centres undefined)	-4	-5	-1	1	2	-2	2	-1.6	8	6
13	CCCOC(=O)/C(C(N)=NCc1ccccc1)=C(\O)OCCC	0	1	-10	3	-1	-1	-12	0.3	-3	-1
14	Cc1cnc(C(=O)OCC(=O)c2ccc[nH]2)cn1	8	6	0	-2	3	3	9	-1.8	3	-1

Other results.
no.	SIAE inh	TCR-CD3 inh	mABHD4 FP	UHRF1 binding	LEDGF integ inh	DDE Tn7 FP inh	HTRA1 inh	PG9 binder	TDP2 absorb	PRMT1 FP inh	SMILES
31	-6	0	1	-6	1	2	8	-1.2	-8	2	CCc1nn(C(C)C(=O)N(C)Cc2ccccc2)c(=O)c2cc3occc3n12 (centres undefined)
32	-2	·	8	-2	3	-3	·	·	12	-5	CCOc1ccc(N(CC(=O)Nc2c(C)n(C)n(-c3ccccc3)c2=O)S(=O)(=O)c2cccs2)cc1
33	3	3	-7	-1	0	-6	-1	-0.6	-2	-7	N=C1c2ccccc2-c2ccccc21
34	10	4	-1	-2	5	7	-4	1.4	0	-3	C[C@H]1CN([C@@H](C)CO)C(=O)c2cc(Br)cnc2O[C@@H]1CN(C)C(=O)CN(C)C
35	-3	0	-11	-3	7	-3	5	-1.2	-9	-4	CCN1C(=O)CSc2ccc(C(=O)NCCCN3CCOCC3)cc21
36	-3	-2	-1	2	4	-6	-39	-1.4	-17	-2	COc1ccc(CNCC(O)(c2ccc(Cl)cc2)c2ccc(Cl)cc2)cc1OC
37	3	-7	10	8	2	-9	1	0.3	-5	1	CCCOc1ccccc1C1NC(=O)NC(C)=C1C(=O)OCCOC (centres undefined)
38	-1	-16	2	3	-2	1	4	-1.5	0	7	C#CCSc1nc(=O)c2cccnc2n1-c1ccc(C)cc1
39	-1	5	4	8	-2	-3	-9	-0.3	6	1	COc1ccc(Cc2nnc(SCc3ccc([N+](=O)[O-])cc3)o2)cc1
40	0	-9	-7	5	6	-3	-6	1.1	-14	20	CCOC(=O)c1c(C2CCN(C(=O)OCC)CC2)nc2ccccn12
41	0	2	-1	6	-2	2	-5	0.0	-1	0	COC(=O)c1ccc(CN2CCCC(C(=O)Nc3cccc(-n4cnnn4)c3)C2)cc1 (centres undefined)
42	3	1	-1	-2	3	-1	-2	-1.6	1	6	O=C(CN1C(=O)S/C(=C\c2ccccc2F)C1=O)NC1C=CS(=O)(=O)C1 (centres undefined)
43	1	1	9	-1	5	-6	·	0.6	-12	-5	COc1cccc(C(=O)NCC[N+](C)(C)C)c1
